NFkB transloc pot: enhancers of NFkB p65 translocation in HUVEC – imaging, IL-1B stimulus, high-content imaging, primary screen; HUVEC IL-1B NFkB p65 nuclear translocation imaging; activation, % at 2 µM; actives 0.3% (n = 94,000);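 active = activation above 40%, about the mean plus 3 SD, also judged a hit on visual image review; inconclusive = activation above 40% but not a hit on visual review; inactive = activation not above 40% and no visual hit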;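 also: percent activation is computed from the nuclear over cytoplasmic p65 intensity ratio; values of inactives mirror those of a sister screen read the other way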
MRP resist rev: reversal of MRP1-mediated doxorubicin resistance, primary screen, H69AR cells, doxorubicin co-treatment; H69AR cells + 2 uM doxorubicin, CellTiter-Glo, 72 h; differential viability (reversal), % at 10 µM; actives 0.04% (n = 85,000); AID 602, 2007;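 active = viability drop by adding the cancer drug above about 55%, with treated viability meeting a 40% cutoff, limit read from the data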;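 also: viability without doxorubicin minus viability with 2 µM doxorubicin for each compound; larger differential means the compound sensitizes cells more to doxorubicin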
Bcl-B displacement: displacers of TR3 peptide from Bcl-B, primary screen, selectivity assay for Bfl-1 inhibitor project, biochemical, fluorescence polarization; Bcl-2-like protein 10 (Homo sapiens); FP displacement of FITC-TR3 peptide from Bcl-B; higher % means a stronger effect; displacement, % at 20 µM, or IC50 in µM where a hit was titrated; actives 0.11% (n = 96,000);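 active = displacement above 50% at 20 µM plus a fluorescence interference ratio under 1.5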;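 also: plate controls were wells without compound for no effect and wells lacking Bcl-B protein for full effect; a part of the inactive calls stands beside numbers as strong as those of hits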
NFkB transloc inh: inhibitors of IL-1B driven NFkB p65 nuclear import, primary screen, imaging, HUVEC, IL-1B stimulus, high-content imaging. HUVEC IL-1B NFkB p65 nuclear translocation imaging. inhibition, % at 2 µM. actives 0.43% (n = 94,000). AID 796, 2007;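 active = inhibition above about 30% together with a positive call from visual inspection of the well image, limit read from the data; inconclusive = inhibition above a set limit but visual check negative; inactive = inhibition not above a set limit, visual check negative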;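 also: nuclear over cytoplasmic p65 intensity ratio measured by imaging; 0% = IL-1B stimulated DMSO wells and 100% = unstimulated DMSO wells; values of inactives mirror those of a sister screen read the other way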
PLAP inhibition: PLAP enzyme inhibitors, biochemical, luminescence, HTS (AID 690); Alkaline phosphatase, placental type (Homo sapiens); purified PLAP, luminescent substrate; higher % means a stronger effect; inhibition, % at 20 µM; hits with a dose series show IC50 in µM; actives 0.08% (n = 96,000); in the data active = a potency from the dose series; inactive = the rest, 99 in 100 with inhibition below about 30%; also: strong numbers were not always called active
MRP resist rev cytotoxicity: also measured in MRP resist rev; calls as there; viability, %; H69AR cells, CellTiter-Glo, 72 h; measured here: cytotoxicity without doxorubicin
MRP resist rev with doxorubicin: recorded beside MRP resist rev, whose call it bears; viability, %; measured here: viability with 2 uM doxorubicin; hits give low values
NFkB transloc inh cell count 2 µM: also measured in NFkB transloc inh; calls as there; cell count; measured here: cells passing quality filter;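 raw number of nuclei counted in each imaged well without normalization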
NFkB transloc pot cell count 2 µM: recorded beside NFkB transloc pot, whose call it bears; cell count; measured here: cells passing quality filter
Active calls of the source: *; ? = inconclusive; nt = no result given. This is a subset. The share of hits here may be higher or lower than overall.

SMILES	NFkB transloc pot	NFkB transloc pot cell count 2 µM	MRP resist rev	MRP resist rev cytotoxicity	MRP resist rev with doxorubicin	Bcl-B displacement	NFkB transloc inh	NFkB transloc inh cell count 2 µM	PLAP inhibition
CC1CCCC(N2C(=O)NC(NC(=O)c3ccco3)(C(F)(F)F)C2=O)C1C (configuration not stated)	-1	114	4	103	100	-4%	1	114	-8%
CCc1c(C)sc(NC(=O)c2cc(CC(C)C)on2)c1C#N	39	189	-20	81	101	1%	-39	189	10%
O=C(COC(=O)c1cc(-c2cccs2)nc2ccccc12)NCc1ccco1	38	141	19	89	70	18%	-38	141	-37%
CCCCOc1ccc(C(=O)N2CCCC2C(=O)O)cc1 (configuration not stated)	27	132	nt	nt	nt	nt	-27	132	nt
O=c1oc(-c2ccccc2)nc2c1cnn2-c1ccccc1	12	119	12	96	84	2%	-12	119	12%
O=C(c1cc2ccccc2o1)N1CCN=C1SCc1cccnc1	-9	89	8	89	82	10%	10	89	18%
Cc1cc(C(=O)NC(C)c2ccc3c(c2)OCO3)cs1 (configuration not stated)	-2	98	31	112	81	-2%	2	98	12%
CC(C)C(=O)NC(=S)Nc1ccccc1C(F)(F)F	2	141	nt	nt	nt	8%	-2	141	8%
CCCOc1ccc(/C=C/C(=O)Nc2ccc([N+](=O)[O-])cc2C)cc1	-5	124	nt	nt	nt	-8%	5	124	13%
O=C(CSc1ncnc2c1nnn2-c1ccc(F)cc1)N1CCN(c2ccccc2)CC1	22	143	-17	27	44	nt	-22	143	nt
CC(=O)C1=C(O)C(=O)N(c2nnn(C)n2)C1c1cccs1 (configuration not stated)	-4	173	-1	98	99	1%	4	173	-8%
CCCCCOc1ccc(C(=O)C(c2ccccc2)N2CCOCC2)cc1 (configuration not stated)	3	96	-7	67	74	nt	-3	96	nt
CCCCN(C)C(=O)C1CCN(C/C(C)=C/c2ccccc2)CC1	nt	nt	15	85	70	-4%	nt	nt	-67%
CC(=O)n1cc(-c2ccncc2)c2ccccc21	nt	nt	-5	68	74	4%	nt	nt	-2%
Cc1cc(NC(=O)CSc2nc3c(sc4ccccc43)c(=O)n2CCCN2CCOCC2)n[nH]1	21	160	-12	33	45	6%	-21	160	-78%
COc1ccc(-c2cc(C(=O)N3CCCc4ccccc43)no2)cc1	22	170	nt	nt	nt	-7%	-22	170	12%
COc1ccc(C(=O)N2CCc3ccccc32)cc1	4	155	-1	98	98	nt	-4	155	nt
Cn1cccc1C(C(=O)NC1CCCCC1)N(C(=O)Cc1cccs1)C1CC1 (configuration not stated)	14	114	-1	90	91	14%	-14	114	-6%
Cc1sc(NC(=O)c2ccco2)c(C(c2cccnc2)N2CCCC2)c1C (configuration not stated)	-5	115	12	79	67	14%	4	115	-50%
COc1ccc(OC)c(Nc2nc(N)nc(-c3cc4ccccc4o3)n2)c1	1	190	-24	58	81	2%	-1	190	15%
COc1cccc(NC(=O)Cn2c(=O)c3c(ncn3Cc3ccccc3)n(Cc3ccccc3)c2=O)c1	16	167	-2	95	97	1%	-16	167	-21%
CCOC(=O)c1cc(C#N)c(N2CCCC2)nc1-c1ccccc1	-6	178	nt	nt	nt	-7%	6	178	10%
Cc1ccccc1NC(=O)CSCCO	-26	105	1	102	101	-4%	26	105	-9%
C=CCNc1nc2c(c(=O)[nH]c(=O)n2C)n1CCCCC	19	168	22	103	80	-4%	-19	168	12%
CCOC(=O)N1CCN(c2c(N3CCN(c4ccc(OC)cc4)CC3)c(=O)c2=O)CC1	-6	136	6	93	87	-10%	6	136	-14%

Continued, overlapping the part above by 3 compounds.
SMILES	NFkB transloc pot	NFkB transloc pot cell count 2 µM	MRP resist rev	MRP resist rev cytotoxicity	MRP resist rev with doxorubicin	Bcl-B displacement	NFkB transloc inh	NFkB transloc inh cell count 2 µM	PLAP inhibition
Cc1ccccc1NC(=O)CSCCO	-26	105	1	102	101	-4%	26	105	-9%
C=CCNc1nc2c(c(=O)[nH]c(=O)n2C)n1CCCCC	19	168	22	103	80	-4%	-19	168	12%
CCOC(=O)N1CCN(c2c(N3CCN(c4ccc(OC)cc4)CC3)c(=O)c2=O)CC1	-6	136	6	93	87	-10%	6	136	-14%
Cc1cc(C)n(-c2nc3ccccc3nc2N2CCC(C)CC2)n1	-6	100	18	90	71	-6%	6	100	-35%
N#CCCCCn1c(-c2cncs2)nc2ccccc21	?	nt	6	83	76	-11%	-47	141	-15%
O=C(CSc1nc2scc(-c3ccco3)c2c(=O)n1-c1ccccc1)N1CCOCC1	13	132	11	89	78	0%	-13	132	17%
Cc1ccc(C2CC(C(F)(F)F)n3nc(C(=O)NCC4CCCO4)cc3N2)cc1 (configuration not stated)	-7	136	-5	98	102	1%	7	136	-73%
Cc1ccc(-n2c(=O)c3sccc3n(CC(=O)NCc3ccco3)c2=O)cc1F	3	110	nt	nt	nt	7%	-3	110	-6%
CC(=O)Nc1ccc(NC(=O)C(C)OC(=O)c2ccc(OCc3c(C)noc3C)cc2)cc1 (configuration not stated)	-21	141	nt	nt	nt	-5%	21	141	-41%
CC1CC(=O)N(CC(=O)NCc2ccco2)c2ccccc2S1 (configuration not stated)	nt	nt	-11	84	95	-12%	nt	nt	-16%
COc1ccc(C(=O)Nc2ccccc2C(=O)N/N=C/c2cccc3ccccc23)cc1	7	89	nt	nt	nt	-1%	-7	89	1%
COc1ccc(CC(=O)c2ccc(O)cc2O)cc1OC	4	104	9	91	82	-6%	-4	104	-6%
O=C(CC(Nc1ccc(Cl)cc1)C(=O)O)c1ccccc1 (configuration not stated)	12	111	4	104	100	nt	-12	111	nt
Cn1c(=O)oc2cc(S(=O)(=O)N3CCN(c4ccc(F)cc4)CC3)ccc21	-21	123	18	110	92	-2%	21	123	-5%
O=C(NCc1ccco1)C1CCN(C(=O)Cc2ccccc2)CC1	26	161	2	94	92	-4%	-26	161	14%
COc1cc(C(=O)Nc2nnc(C)s2)cc(OC)c1OC	-1	157	11	89	78	-2%	1	157	-2%
CCOC(=O)CSc1nc2ccc(Nc3nc(N4CCOCC4)nc(N4CCOCC4)n3)cc2s1	11	94	-10	46	56	nt	-11	94	nt
COc1ccc(N2CCCCn3c2nc2c3c(=O)n(C)c(=O)n2C)cc1	-11	184	-1	77	77	4%	11	184	-45%
CSc1cc(C)nc(N(C)C(C)=O)n1	19	141	-8	86	93	-2%	-20	141	2%
O=C(CCC1CCCC1)N1CCN(C(=O)C2CC2)CC1	3	162	12	100	88	nt	-4	162	nt
Cc1ccc(C2(C(F)(F)F)N=C3Sc4cc(C)cc(C)c4N3C(=O)N2)cc1 (configuration not stated)	2	143	-3	101	104	9%	-2	143	-32%
CCCOc1ccc(C2/C(=C(/O)c3ccc(F)cc3)C(=O)C(=O)N2CCCN(C)C)cc1 (configuration not stated)	0	162	-4	96	99	-4%	0	162	-61%
CCN1CCN(CCn2c(=S)[nH]c3cc4c(cc3c2=O)OCO4)CC1	nt	nt	-6	82	88	-2%	nt	nt	6%
CN1/C(=C\C(=O)c2ccco2)C(C)(C)c2ccccc21	-2	181	-7	68	75	-23%	2	181	4%
Cc1nn(-c2ccc(Cl)cc2)c2sc(C(=O)N3CCN(C(=O)c4ccco4)CC3)cc12	nt	nt	7	73	66	3%	nt	nt	10%
Cc1oc(-c2cccc(Cl)c2)nc1CN1CCCC(C(=O)NCCCN2CCOCC2)C1 (configuration not stated)	18	46	11	80	68	-2%	-16	46	-25%
COCCOC(=O)c1[nH]c2c(c1C)C(=O)CC(c1ccco1)C2 (configuration not stated)	nt	nt	-25	26	51	7%	nt	nt	-19%
CCCCC(=O)Nc1ccc(NC(=O)CCCC)nc1	9	114	-3	89	92	-9%	-9	114	-1%
(list continues)
SMILES	NFkB transloc pot	NFkB transloc pot cell count 2 µM	MRP resist rev	MRP resist rev cytotoxicity	MRP resist rev with doxorubicin	Bcl-B displacement	NFkB transloc inh	NFkB transloc inh cell count 2 µM	PLAP inhibition
Cc1ccccc1CS(=O)(=O)c1cnc2ccccc2n1	-1	90	5	16	11	4%	1	90	-3%
Cc1ccc(C)c(NC(=O)CSc2nc3c(c(=O)n2C)SC(C)C3)c1 (configuration not stated)	nt	nt	-15	56	71	-4%	nt	nt	-26%
CCCCc1c(O)nc(SCC(=O)N2CCCCC2)n(-c2ccccc2C)c1=O	-3	134	-17	86	103	-6%	3	134	-24%
COC(=O)c1cccc(NC(=O)Cc2ccc(OC)cc2)c1C	6	112	-2	98	100	-7%	-6	112	18%
COc1cccc(CNc2nn[nH]n2)c1OC	8	137	-21	93	114	-1%	-8	137	-10%
CCCCNC(=O)CCCCCNS(=O)(=O)c1ccc(OC)cc1	?	nt	14	87	73	-8%	-43	155	2%
CNc1cc([N+](=O)[O-])ccc1N/C=C/C(=O)c1cccs1	-30	114	-7	62	69	nt	30	114	nt
COc1ccc(-c2nnn(CC(=O)N(CC(=O)NC3CCCC3)c3cccc(C)c3)n2)cc1OC	-6	134	-14	65	79	1%	6	134	-52%
Nc1c(C(=O)NCCc2ccccc2)nnn1Cc1ccc(Cl)cc1	-7	154	6	96	90	nt	7	154	nt
O=C(Nc1nccs1)c1cccc(S(=O)(=O)N2CCOCC2)c1	34	146	-4	89	93	-13%	-34	146	nt
CCN1C(=O)C2(Nc3ccccc3-c3nc4ccccc4n32)c2cc(OC)ccc21 (configuration not stated)	6	109	nt	nt	nt	3%	-6	109	8%
COc1ccccc1NC(=O)CSCC(N)=O	-2	158	13	103	90	-8%	2	158	1%
N#Cc1nc(-c2ccc(Cl)cc2)oc1NCc1cccc2c1OCO2	-8	71	3	101	98	-7%	8	71	-7%
COC(=O)c1ccc(NC(=O)c2cc3sccc3n2C)cc1	11	175	-13	75	89	-4%	-11	175	-3%
O=C(Nc1ccccc1)Nc1cccc(Cl)c1	9	60	-3	83	86	-2%	-9	60	6%
COc1ccccc1N1CCN(C/C(C)=C/c2ccccc2)CC1	0	87	10	84	74	1%	0	87	-28%
COc1ccccc1NC(=O)N1CCCC(C(=O)Nc2cccc(C)c2C)C1 (configuration not stated)	nt	nt	10	86	76	-1%	nt	nt	-10%
CC1CN(C(=O)c2ccccc2Sc2ccccc2C#N)CC(C)O1 (configuration not stated)	-18	153	18	110	92	-5%	18	153	0%
c1cnc2c(OCc3nc4ccccc4[nH]3)cccc2c1	6	105	-18	43	61	-1%	-6	105	-107%
CC(C)CNS(=O)(=O)c1ccc(CCC(=O)NCC2CCCO2)cc1 (configuration not stated)	3	177	-10	79	89	-5%	-4	177	14%
CCOC(=O)C1=C(CNC2CCCCC2)NC(=O)NC1c1cc(C)ccc1C (configuration not stated)	31	146	2	80	78	-7%	-31	146	-10%
O=C1Nc2ccccc2C12OCC(COc1ccc(Cl)cc1)O2 (configuration not stated)	-12	107	11	91	81	-14%	12	107	22%
CCOc1cc(-c2cn(S(=O)(=O)c3cccc4nsnc34)nc2N)cc(OCC)c1OCC	-15	72	16	102	86	3%	15	72	-6%
Cc1occc1C(=O)N/N=C/c1cccnc1	6	140	nt	nt	nt	1%	-6	140	14%
COc1cccc(C(=O)NC(Cc2ccccc2)c2ccc3c(c2)OCCCO3)c1 (configuration not stated)	12	133	nt	nt	nt	-17%	-12	133	-6%
Cc1cc(NC(=O)c2ccc(COc3ccc(Cl)c(C)c3)o2)no1	-8	185	8	77	68	-20%	8	185	18%
CCN(CC)C(=O)C1CCCN(Cc2ccc(OC)c(C)c2)C1 (configuration not stated)	nt	nt	-10	85	95	-5%	nt	nt	-22%
CCCCS(=O)CC(COCc1ccccc1)OC(=O)CSc1nc(C)cc(C)n1 (configuration not stated)	-9	96	18	95	76	5%	9	96	-53%
Cc1ccc(C)c(N(C(=O)Cn2nnc3ccccc32)C(C(=O)NCc2ccco2)c2ccncc2)c1 (configuration not stated)	11	104	-1	87	88	1%	-11	104	-11%
